GAA glycogen = alters human alpha-glucosidase cleavage of glycogen. AID 2100. recombinant GAA, glycogen substrate, Amplex Red glucose oxidase fluorescence. Potency, µM (highest dose often 76.4 µM), for the others: top-dose activity change, negative = inhibition, most hits filed as inhibitors. 300,000 tested, 0.38% active. P10253; active means well fitted inhibition curve with a large enough effect; inconclusive means small, poorly fitted or top-dose-only effect, or another doubt; inactive means no such curve, though single readings can be large or run the other way;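 further: 0% = full enzyme reaction and -100% = no-enzyme basal signal; the screen sought inhibitors and activators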
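Recombinant enzyme (4 nM final) with compounds titrated up to 77 uM and bovine liver glycogen (30 ug) in citrate pH 5.0, 0.01% Tween-20, 37 C 40 min. Released glucose detected by Amplex Red/glucose oxidase (Ex 573/Em 610); AC50 from Hill fits.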
An asterisk follows results filed as active; ? = inconclusive; [ ] = dose if it differs, or a comment. Potency means the concentration at half of the fitted maximal effect.

compound,GAA glycogen
Cc1cccc(C(=O)NNC(=O)CSc2nnc(C(C)C)n2C)c1,3%[76.3 µM]
O=C(O)c1ccccc1SCCS(=O)(=O)c1ccc(Cl)cc1Cl,-7%
COc1ccccc1OCC(=O)Nc1ccccc1C(=O)NCc1cccnc1,2%
Cc1nn(C)c(C(=O)N/N=C/c2cccnc2)c1Br,-11%[76.3 µM]
Cc1cnc(NC(=O)CSc2nnc3ncccn23)s1,2%
COCCCN1C(=O)N(c2ccc(F)cc2)C(=O)C1CC(=O)Nc1ccccc1 (centres undefined),0%
Cc1onc(-c2ccccc2)c1C(=O)Nc1nnc(CC(C)(C)C)s1,0%[76.3 µM]
O=C1CN(S(=O)(=O)c2cccc(Cl)c2Cl)c2ccccc2N1,1%
CCOc1ccccc1NC(=O)COc1ccc2c(c1)OCO2,3%
Cc1cccc(C)c1OCc1cc(C(=O)N2CCC[C@H]2C(N)=O)no1,-1%[76.3 µM]
O=C(OCc1ccc([N+](=O)[O-])cc1)C1CC(=O)N(Cc2ccccc2Cl)C1 (centres undefined),-2%[76.3 µM]
O=C(Cn1c(=O)oc2ccccc21)Nc1ccc(F)c(F)c1,-19%
COc1ccc2c(c1)CCCN2S(=O)(=O)c1ccc(Cl)cc1,-4%[76.3 µM]
Cc1nn(Cc2noc(C(=O)NCCCn3ccnc3)n2)c(C)c1Br,5%[76.3 µM]
COc1ccc(Cc2nnc(Cl)c3ccccc23)cc1OC,0%

In the list so far, these have two or more sulfur atoms:
compound,GAA glycogen
O=C(O)c1ccccc1SCCS(=O)(=O)c1ccc(Cl)cc1Cl,-7%
Cc1cnc(NC(=O)CSc2nnc3ncccn23)s1,2%

Further records:
compound,GAA glycogen
CCCN(CC(=O)Nc1ccccc1C)C(=O)c1ccc(-c2ccccc2)cc1,-4%[76.3 µM]
CC(NC(=O)c1ccc2ccccc2n1)c1ccc(S(N)(=O)=O)cc1 (centres undefined),2%
COc1cccc(NC(=S)N2CCN(S(=O)(=O)c3ccc(F)cc3)CC2)c1,-14%[76.3 µM]
COc1cccc(NC(=O)CN(C)C(=O)c2cc(S(=O)(=O)NCc3ccccc3)ccc2C)c1,-10%[76.3 µM]
COC(=O)c1nn(-c2cccc(C(F)(F)F)c2)ccc1=O,-11%
O=C(NC(=O)N1CCCCC1)c1ccc(Cl)cc1,0%[76.3 µM]
COc1ccc(C2c3[nH]c4ccccc4c3C[C@H]3C(=O)N(CCCO)CC(=O)N23)c(OC)c1 (some centres undefined),3%
O=C(Nc1ccccc1Br)c1ccc2nccnc2c1,-18%
CC1CCN(C(=O)c2ccc(S(=O)(=O)N3CCOCC3)cc2)CC1,5%
CC(=O)Nc1cccc(Nc2nc(-c3cccs3)nc3ccccc23)c1,-6%[76.3 µM]
O=C(O)CN1C(=O)/C(=C\c2ccc(OC(=O)c3ccco3)cc2)SC1=S,-2%
O=C(CC1C(=O)NCCN1Cc1ccccc1)NC1CCCCCC1 (centres undefined),1%[76.3 µM]
CCN(CC)C(=O)Cn1cc(C(=O)C(=O)N(C)C2CCN(C)CC2)c2ccccc21,-2%[76.3 µM]
O=C(c1ccc2nc(Cc3cccc(Cl)c3)oc2c1)N1CCC(O)CC1,2%[76.3 µM]
COC(=O)C1CC23C=CCN4CCC5(c6ccccc6NC15C2C)C43 (centres undefined),10%
CC1C(=O)Nc2ccccc2N1C(=O)c1ccc(Cl)c(Cl)c1 (centres undefined),0%
CC(Oc1cc2oc(=O)c3c(c2cc1Cl)CCC3)C(=O)N1C[C@H]2C[C@@H](C1)c1cccc(=O)n1C2 (some centres undefined),-8%[76.3 µM]
CCOc1ccc(OCCC(=O)OC(C)C(=O)Nc2ccc(C(C)=O)cc2)cc1 (centres undefined),6%[76.3 µM]
CCOc1ccccc1CN1C(=O)NC2(CCCCCC2)C1=O,-1%
Cc1cc(Cl)ccc1NC(=O)CN1CCN(C(=O)c2ccco2)CC1,3%
CC(C)c1c(C(=O)N/N=C/c2cccc(OCc3ccccc3)c2)nnn1-c1nonc1N,-9%[76.3 µM]
O=C(Nc1ccon1)c1sc2cc(Cl)ccc2c1Cl,1%[76.3 µM]
COc1ccc(CNC(=O)CN2CCN(c3ccccc3O)CC2)cc1OC,?
CCOC(=O)N1CCN(Cc2nc3cc(NC(=O)CC)ccc3n2CC)CC1,4%
CCOc1cc(/C=N/NC(=O)c2ccccn2)ccc1OC(=O)c1cccs1,0%[76.3 µM]
COc1ccccc1CN(C(=O)CNC(=O)c1ccco1)C(C(=O)NCC1CCCO1)c1ccccc1 (centres undefined),-3%
O=C(NC(=S)Nc1cc(Cl)ccc1N1CCOCC1)c1ccccc1[N+](=O)[O-],-3%[76.3 µM]
Cc1cc2oc(=O)c(CC(=O)NCCCN(C)C)c(C)c2c2occ(C(C)(C)C)c12,-12%
O=c1cc(-c2ccccc2)[nH]n2cnnc12,-10%
CCOC(=O)c1c(S(=O)(=O)NCc2ccco2)c(C)n(C)c1C,-4%[76.3 µM]
Cc1cccc2sc(NC(=O)CSc3nnnn3C)nc12,0%[76.3 µM]
COc1ccc(C(=O)O)cc1S(=O)(=O)N1CCN(c2ccccn2)CC1,5%
CNc1c(NS(=O)(=O)c2cc(NC(C)=O)ccc2C)c(=O)oc2ccccc12,-8%
c1ccc(-c2nc(N3CCOCC3)sc2-c2ccccc2)cc1,-8%[76.3 µM]
CCC1Oc2ccc(C)cc2N(CC(=O)NC2CCCCC2)C1=O (centres undefined),8%[76.3 µM]
Cc1ccc(S(=O)(=O)CCC(=O)OCC(=O)c2c(N)n(CC(C)C)c(=O)n(C)c2=O)cc1,-8%[76.3 µM]
COc1cc(C2Nc3ccc4ccccc4c3C3=C2C(=O)CC(C)(C)C3)ccc1OC(C)C(=O)O (centres undefined),-14%
Cc1cc(OCC(=O)N2CCOCC2)ccc1NC(=O)c1ccccc1C,2%[76.3 µM]
O=C(CSc1nc2ccccc2o1)N/N=C/c1ccco1,-3%[76.3 µM]
CCCc1ccc2oc(C(=O)N(C)Cc3nccs3)c(C)c2c1,4%[76.3 µM]
COc1cccc(N(C(=O)c2snc(C(N)=O)c2N)C(C(=O)NCC2CCCO2)c2ccc3ncccc3c2)c1 (centres undefined),4%
CCOc1ccc(-c2noc(CCC(=O)NCC3CCCO3)n2)cc1OC (centres undefined),-19%
COc1cc(C)c(C(=O)CSc2nnc(CNC(=O)c3ccco3)n2C)cc1C,-6%
COc1ccc(C(CNC(=O)CN2C(=O)NC3(CCCC3)C2=O)N(C)C)cc1 (centres undefined),-5%[76.3 µM]
CCn1c(SCC(=O)N2CCOCC2)nnc1C(C)NC(=O)c1ccccc1 (centres undefined),0%[76.3 µM]
Cc1ccc(C)c(NC(=O)N2CCc3ccccc3C2)c1,-2%[76.3 µM]
Cc1ccc(OCC(=O)NCCNC(=O)c2ccncc2)cc1C,-6%
CCOc1nc2cnccc2n(CC(=O)Nc2ccccc2F)c1=O,-9%[76.3 µM]
COc1ccc(NC2=C(NC(C)=O)C(=O)c3ccccc3C2=O)cc1,-10%
CN1CCN(c2ccccc2NC(=O)c2cccs2)CC1,-12%[76.3 µM]
Cc1ccc(-c2c(C(=O)N/N=C/c3ccc4c(c3)OCO4)nnn2-c2nonc2N)cc1,0%[76.3 µM]
Cc1ccc(NC(=O)CCCCCN2C(=O)[C@@H]3Cc4ccccc4CN3C2=O)c(Cl)c1,1%[76.3 µM]
CC(=O)Nc1ccc(NC(=O)c2cccc(Oc3ccccc3)c2)cc1,5%[76.3 µM]
COc1cccc(CN2CC(C(=O)NCCc3ccccc3C(F)(F)F)CCC2=O)c1 (centres undefined),-5%[76.3 µM]
O=C(CNCc1cccc(Cl)c1)N1CCc2ccccc2C1,7%
COc1ccc(C(=O)NC2CC2)cc1OC1CCN(Cc2ccccc2O)CC1,-1%[76.3 µM]
COc1cc(OC)c(OC)cc1CNCCNC(=O)c1ccco1,-8%[76.3 µM]
CCn1c(SCC(=O)Nc2cc(C)on2)nnc1-c1ccc(C)cc1,0%
NS(=O)(=O)c1ccc(NC(=S)NNC(=O)CCC(=O)Nc2ccccc2Cl)cc1,-19%[76.3 µM]
CCn1cc(CCC(=O)NC2CCCC2)c2ccccc21,-1%

(further entries)
compound,GAA glycogen
Cc1ccc(CNC(=O)C2CCN(S(=O)(=O)N3CCCC3)CC2)cc1,-4%[76.3 µM]
Cc1ccc(CCN2CC(C(=O)NCCC(C)C)CC2=O)cc1 (centres undefined),4%
COC(=O)c1ccc(NC(=O)c2ccc(NS(=O)(=O)c3cccc4cccnc34)cc2)cc1,-1%
COC(CNC(=O)C1CC(=O)N(CCc2ccc(C)cc2)C1)OC (centres undefined),1%
O=C(NCCCN1CCOCC1)C(=O)NCC1OCCCN1S(=O)(=O)c1cc(F)ccc1F (centres undefined),-4%[76.3 µM]
O=C(c1sc2ccccc2c1Cl)N1CCN(CCc2ccccn2)CC1,-13%[76.3 µM]
CC(C)Sc1nnc(NC(=O)c2ccc3c(c2)OCO3)s1,3%[76.3 µM]
Cc1ccc(C(C(=O)NCc2ccc(F)cc2)N(Cc2ccco2)C(=O)c2snc(C(N)=O)c2N)o1 (centres undefined),-15%
Cc1ccc([N+](=O)[O-])c(OCc2ncc(Cl)n2C)c1,-3%[76.3 µM]
O=C(CCc1c[nH]c2ccccc12)N[C@@H](Cc1c[nH]c2ccc(O)cc12)C(=O)O,?
COc1ccc(C(C)=O)cc1CN1C(=O)NC(c2ccccc2)(c2ccccc2)C1=O,-6%[76.3 µM]
CC(C)(C)OC(=O)N1CCC(c2c(C(=O)NC3CC3)cnn2-c2ccc(Cl)cc2)CC1,0%[76.3 µM]
CC(=O)NCCc1ccc(C(=O)Cn2cnc3ccccc3c2=O)cc1,5%
CCCCNC(=O)N(O)C1N(/N=C/c2ccccc2F)C(=S)SC1(C)C (centres undefined),-1%
S=C(Nc1cc(Cl)cc(Cl)c1)NC1CCN(Cc2ccccc2)CC1,-1%[76.3 µM]
Cc1ccccc1NC(=O)CN(C)S(=O)(=O)c1ccc2c(c1)n(C)c(=O)c(=O)n2C,4%[76.3 µM]
Cc1nc2ccccn2c1CN(C)C(=O)C1CCC(=O)N(CCc2cccc(F)c2)C1 (centres undefined),0%[76.3 µM]
CC(=O)NN1C(=O)/C(=C2/Sc3ccccc3N2C)SC1=S,1%
C/C(CC(=O)Nc1ccc2c(c1)OCCO2)=N\NC(=O)COc1ccccc1,2%
COc1ccc(C)c2sc(N(CCN(C)C)C(=O)c3ccc4ccccc4c3)nc12,-2%[76.3 µM]
NC(=O)c1cccc2c1-c1ccccc1/C2=N/NC(N)=S,0%
CC(=O)N1c2ccc(S(=O)(=O)N3CCC(C(=O)Nc4cccc(F)c4)CC3)cc2CC1C (centres undefined),-12%[76.3 µM]
CCOc1ccc(NC(=O)C/C(C)=N/NC(=O)Cc2cccs2)cc1,0%
CSc1nnc(NC(=O)c2ccc3c(c2)OCO3)s1,-4%[76.3 µM]
Cc1ccc2c(c1)C(c1ccc(F)cc1)N(C(=O)c1ccccc1Br)CC(=O)N2 (centres undefined),-3%
O=C(Nc1nccs1)C1CC(=O)N(CCc2ccc(F)cc2)C1 (centres undefined),-4%[76.3 µM]
O=[N+]([O-])c1cccc(CN2CCN(c3cccc4[nH]ccc34)CC2)c1,?
N[C@@H](Cc1ccccc1)C(=O)N1CCC(C(=O)N[C@@H](Cc2c[nH]c3ccccc23)C(=O)O)CC1,-1%
COc1ccc(C(=O)O/N=C(\N)c2ccc(OC)c(OC)c2)c(OC)c1,-7%
O=C(NCCCN1CCCC1=O)Nc1ccccc1Cl,-5%[76.3 µM]
CC(=O)c1ccc(NC(=O)CCCN2C(=O)COc3ccc(C)cc32)cc1,6%[76.3 µM]
COc1cc(C2NC(=S)NC3=C2C(=O)CCC3)ccc1O (centres undefined),?
O=C(NCc1nnc(SCC(=O)N2CCN(c3ccccc3)CC2)o1)c1ccc(F)cc1,-4%[76.3 µM]
CC1=NN(c2ccc(Cl)c(C(=O)O)c2)C(=O)/C1=C/c1ccc(-c2ccccc2[N+](=O)[O-])o1,-10%
O=C(CCN1C(=O)c2ccccc2C1=O)Nc1cccc(O)c1,2%
CC1(C)CC(=O)N(c2cc(Cl)ccc2Cl)C(=O)C1,1%
C/C(=N/NS(=O)(=O)c1cc(C)ccc1C)c1ccc2c(c1)OCO2,3%[76.3 µM]
O=C(COc1ccccc1)Nc1ccc(C(=O)N2CCCC2)cc1,2%[76.3 µM]

Seven compounds drawn at random from those above:
compound,GAA glycogen
CN1CCN(c2ccccc2NC(=O)c2cccs2)CC1,-12%[76.3 µM]
COc1ccc(C(=O)NC2CC2)cc1OC1CCN(Cc2ccccc2O)CC1,-1%[76.3 µM]
CC(=O)NCCc1ccc(C(=O)Cn2cnc3ccccc3c2=O)cc1,5%
N[C@@H](Cc1ccccc1)C(=O)N1CCC(C(=O)N[C@@H](Cc2c[nH]c3ccccc23)C(=O)O)CC1,-1%
COc1ccc(C(=O)O/N=C(\N)c2ccc(OC)c(OC)c2)c(OC)c1,-7%
COC(=O)c1nn(-c2cccc(C(F)(F)F)c2)ccc1=O,-11%
COc1ccc2c(c1)CCCN2S(=O)(=O)c1ccc(Cl)cc1,-4%[76.3 µM]

Only part of the results is shown; rates above refer to the full screens.
